From PubChem
Cneo AK release = causes C. neoformans cell lysis | lysis activity, % at 15 µM | hit rate 0.2% among 360,000 | AID 651654 | adenylate kinase release luminescence, 4 h; normalised: neutral wells 0, clomiphene wells 100;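 active = mean lysis activity across replicates of at least 80%, whatever share of replicates individually reach that level; inactive = mean lysis activity below 80%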
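Schedule: static 4 h at 37 °C with compound, 1 h detection; system: C. neoformans cells; benchmarks: Clomiphene as positive control; buffer or medium: fresh YPD medium; measure: luminescence rise reflecting yeast cell lysis; measured by: luminescent adenylate kinase detection reagent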
ERAP1 HTS inh = inhibitors of human ERAP1 aminopeptidase; recombinant ERAP1, Leu-AMC fluorescence, 60 min; inhibition, % at 10.7 µM; hit rate 0.15% among 340,000; AID 652197;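 active = mean replicate inhibition of at least 30%, or all replicates individually reaching that 30% level; inactive = mean below 30% and not every replicate reaching it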;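 also: 0% = neutral control wells and 100% = L-leucinethiol positive control wells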
Target sequence (Q9NZ08 whole entry, looked up): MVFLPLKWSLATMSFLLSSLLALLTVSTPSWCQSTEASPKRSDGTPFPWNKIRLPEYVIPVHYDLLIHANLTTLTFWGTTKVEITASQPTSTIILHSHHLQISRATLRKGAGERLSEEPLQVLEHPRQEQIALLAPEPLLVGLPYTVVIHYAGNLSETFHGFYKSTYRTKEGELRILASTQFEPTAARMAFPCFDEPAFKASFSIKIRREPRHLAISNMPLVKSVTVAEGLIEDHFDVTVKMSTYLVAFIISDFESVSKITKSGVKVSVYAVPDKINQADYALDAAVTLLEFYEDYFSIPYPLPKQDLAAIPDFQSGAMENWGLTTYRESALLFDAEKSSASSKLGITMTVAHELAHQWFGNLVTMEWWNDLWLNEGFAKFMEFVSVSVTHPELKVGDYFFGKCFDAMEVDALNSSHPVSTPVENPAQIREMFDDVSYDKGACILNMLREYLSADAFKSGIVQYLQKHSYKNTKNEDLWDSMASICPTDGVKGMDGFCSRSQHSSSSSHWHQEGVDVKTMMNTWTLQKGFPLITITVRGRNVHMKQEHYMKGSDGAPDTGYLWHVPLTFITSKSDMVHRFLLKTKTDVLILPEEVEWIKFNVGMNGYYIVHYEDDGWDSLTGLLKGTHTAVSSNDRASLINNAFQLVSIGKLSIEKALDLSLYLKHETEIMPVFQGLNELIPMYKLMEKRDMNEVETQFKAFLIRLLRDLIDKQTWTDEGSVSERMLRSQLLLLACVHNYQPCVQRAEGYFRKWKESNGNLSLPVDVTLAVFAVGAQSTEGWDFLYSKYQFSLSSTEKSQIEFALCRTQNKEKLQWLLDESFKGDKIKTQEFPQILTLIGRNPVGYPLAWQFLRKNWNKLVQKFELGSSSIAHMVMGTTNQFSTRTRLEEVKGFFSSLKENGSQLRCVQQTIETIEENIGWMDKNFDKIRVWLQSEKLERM
PglD inh = PglD (C. jejuni) enzyme inhibition; inhibition, % at 12.5 µM; hit rate 0.098% among 360,000; purified PglD enzyme, DTNB colorimetric CoA detection; in the data active = inhibition above about 16%, passing the limit was not always enough; inconclusive = no clear call, values can overlap the other calls; also: strong numbers were not always called active
PGC1a acetyl inh = modulators of PGC1a acetylation. inhibition, % at 15.6 µM. hit rate 0.17% among 350,000. U2OS PGC1a acetylation, AlphaScreen anti-acetyl-lysine; with virally co-expressed GCN5 acetyltransferase;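 active = every replicate shows inhibition of at least 40%; inconclusive = mean inhibition at least 40% but some replicate below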;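 also: 0% = neutral control wells and 100% = positive control wells; some results beyond the cut were filed as inactive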
RAD54 branch = inhibitors of human RAD54 branch migration | Q92698 | RAD54 Holliday junction branch migration, FAM/BHQ fluorescence | inhibition, % at 10.4 µM | hit rate 0.14% among 360,000 | AID 602329;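 active = mean normalized replicate activity at least 40 and at least half of replicates scoring 40 or more; inconclusive = only one of the two criteria met; inactive = mean below 40 and under half of replicates reaching 40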;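 also: 0% = median of neutral control wells and 100% = median of positive control wells; inhibitors cause a drop in the FAM fluorescence signal; in these data hits start at about 50%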
miR-122 sensor = miR-122 inhibition in Huh7 cells; Huh7 miR-122 Renilla luciferase sensor, 48 h; neutral wells = 0, positive control = 100; activation (reporter increase), % at 12.5 µM; hit rate 0.3% among 340,000; AID 602342;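 active = mean replicate activation score at least 90 and every replicate individually at or above 90; inconclusive = only one of the two criteria met; inactive = neither criterion met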;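 also: higher luciferase means less miR-122 activity so hits act as miR-122 inhibitors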
E-selectin induc = induces E-selectin expression in human endothelial cells; HUVEC E-selectin immunofluorescence imaging; normalized: neutral wells 0, TNF-alpha wells 100; activation, % at 7.58 µM; P16581; hit rate 0.37% among 260,000;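 active = mean E-selectin-positive cell signal at least 10% of the positive control, reached in at least 60% of replicates, without over 20% cell loss; inconclusive = no rule given, readout overlaps actives, possibly toxicity-flagged; inactive = the rest, including those meeting only one limit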;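 also: in these data hits start at about 27%; measured in HUVEC primary endothelial cells; signal is the percent of cells scored E-selectin positive by PE staining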
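Assay system: HUVEC, human umbilical vein endothelial cells / Amount: 3,000 HUVEC/well / Controls: TNF-alpha positive control, DMSO neutral control / Compound dosing: single concentration / Medium: EGM-2 over gelatin coat / Evaluation: percent E-selectin-positive cells / Signal: immunofluorescence imaging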
RAD52 inh = blocks human RAD52 DNA annealing; P43351; recombinant RAD52 DNA annealing, FRET fluorescence; inhibition, % at 18.7 µM; hit rate 0.46% among 360,000; AID 651710;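 active = every replicate showing at least 50% inhibition; inconclusive = mean inhibition at least 50% but not in every replicate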
* = called active by the depositor; ? = inconclusive; . = no result given; & = joins results of further samples; [ ] = remark or other dose.

SMILES	Cneo AK release	ERAP1 HTS inh	PglD inh	PGC1a acetyl inh	RAD54 branch	miR-122 sensor	E-selectin induc	RAD52 inh
CO[C@H](CN(C)S(=O)(=O)c1cccc(Cl)c1)[C@@H](C)CN([C@@H](C)CO)S(=O)(=O)c1ccc(Cl)cc1	0	-5	3	-11	-1	.	0.0	-5
Nc1nonc1-c1nc2ccccc2n1Cc1ccccc1	0	.	-6	-31	-11	83	.	.
Cc1ccc(Cn2nnc3c(=O)[nH]c(C4CCN(S(=O)(=O)c5cc(C)ccc5C)CC4)nc32)cc1	-3	0	-5	.	5	.	.	4
COc1ccc(-c2ccc(C)cc2)cc1[C@H]1[C@@H]2C=CCC[C@@]2(C)C(=O)N1Cc1ccccc1	0	-1	0	-8	-10	85	-0.2	-10
NC12CCc3c(no[n+]3[O-])C1(O)CC(c1ccccc1)=[N+]2[O-] (configuration not stated)	-1	7	-7	3	0	3	.	-13
Cc1ccc(S(=O)(=O)N2CCN(C(=O)c3ccccc3Cc3ccccc3)CC2)c(C)c1	4	1	-2	-7	2	-1	-0.3	-13
CC(C)C(=O)Nc1ccc(Cl)cc1-c1nc2ccccc2[nH]c1=O	-3	-4	-5	2	-5	4	.	1
C=CCc1ccc(OCC(O)CN2CCC(Cc3ccccc3)CC2)c(OC)c1 (configuration not stated)	-2	.	10	-25	4	-10	.	.
O=C(c1ccccc1F)N1CC[C@@H]2[C@H](CO)Nc3ccc(-c4ccc(F)cc4)cc3[C@@H]21	-8	-1	3	-5	-9	11[16.7 µM]	-0.5	-38
COc1ccc2[nH]c(C(=O)N/N=C/c3ccc(O)cc3O)cc2c1	-1	1	8	.	-3	.	.	-8
C[C@H]1CN([C@@H](C)CO)C(=O)c2cccc(NC(=O)Nc3ccccc3)c2O[C@@H]1CN(C)Cc1ccc(Oc2ccccc2)cc1	-1	0	-4	-16	2	0[16.7 µM]	.	1
CN(C)Cc1cn(CC[C@H]2CC[C@@H](N)[C@H](CO)O2)nn1	-5	2	1	-3	-11	-1[16.7 µM]	0.2	-3
Cc1c(C(=O)NC2CCCc3ccccc32)oc2ccccc12 (configuration not stated)	-3	.	-1	1	3	0	.	.
Cc1noc(C)c1S(=O)(=O)Nc1ccc2c(c1)C(=O)N([C@@H](C)CO)C[C@@H](C)[C@H](CN(C)C(=O)NC(C)C)OCCCC[C@H](C)O2	-6	1	2	11	-7	-3[16.7 µM]	.	-3
COc1ccccc1C(=O)NCc1ccccc1	0	.	4	.	-8	-2	.	.
Cc1ccccc1CN1CCN(C(C)C(=O)NNC(=O)c2ccc(F)cc2)CC1 (configuration not stated)	0	3	-5	4	1	.	.	1
Cc1cc(CSc2ccccc2)ccc1NC(=O)c1cccc([N+](=O)[O-])c1	0	.	7	7	-4	-7	.	.
Cc1cc(NC(=O)CCC(=O)N(Cc2ccc(F)cc2)C(C(=O)NC2CCCC2)c2ccco2)no1 (configuration not stated)	-1	-5	-2	.	1	-7	.	1
CCN(CC)c1nc2ccccc2nc1-n1nc(C)cc1C	2	.	-1	9	4	7	.	.
NC(=S)c1cnn2c(-c3cccc(C(F)(F)F)c3)ccnc12	5	0	0	1	13	-18	-0.3	-14
COc1ccccc1CNC(=O)C[C@H]1CC[C@H]2[C@@H](COC[C@@H](O)CN2C(=O)Nc2ccc(C(F)(F)F)cc2)O1	-11	0	1	19	3	5[16.7 µM]	0.7	0
Cc1nc(-c2ccc(F)cc2)c(CC(=O)N(C)CC(=O)Nc2c(C)cccc2C)s1	4	0	-12	.	5	-7	-0.2	-5
Cc1ccccc1C(=O)NC(=S)N(C)C1CCCCC1	9	-4	1	.	3	.	0.3	-10
Cc1ccc(S(=O)(=O)N2CCC(C(=O)N3CCCC(C(F)(F)F)C3)CC2)cc1C (configuration not stated)	1	-3	6	-1	1	-4	-0.2	-6
CCc1ccc(NC(=O)C(=O)NCCN2CCN(S(C)(=O)=O)CC2)cc1	.	-3	.	-11	.	.	1.0	-7
C[C@H](CO)N1C[C@H](C)[C@H](CN(C)Cc2ccc(C(=O)O)cc2)Oc2ncc(-c3ccccc3)cc2C1=O	58	4	8	?	-1	3[16.7 µM]	0.6	10
C[C@@H]1CCCCO[C@H](CN(C)Cc2ccc3c(c2)OCO3)[C@H](C)CN([C@@H](C)CO)C(=O)c2cc(NC(=O)CCCN(C)C)ccc2O1	-2	-2	-2	17	-3	6[16.7 µM]	-0.1	9
COc1ccccc1-n1c(SCC(=O)Nc2cccc(C)c2)nc2c(c1=O)SCC2	-2	0	-1	2	1	-3	0.0	-15
O=C1C(Cl)=C(NCC2CCCO2)C(=O)N1Cc1ccccc1 (configuration not stated)	-2	.	0	.	-14	-8	.	.
COCCn1c(SC2CCOC2=O)nc2ccccc2c1=O (configuration not stated)	.	1	.	-1	.	.	2.0	-24
CCOC(=O)N1CCC(N2Cc3cccc(C(=O)N4CCN(c5cccc(C)c5C)CC4)c3C2=O)CC1	.	15	.	-8	.	-16	.	-3
Cn1c(-c2sc3cc(C(F)(F)F)cnc3c2-c2cccnc2)n[nH]c1=S	1	.	0	0	0	2	.	.
Cc1cc(C)c(C)c(S(=O)(=O)NNC(=O)c2cccc(S(=O)(=O)N3CCOCC3)c2)c1C	-2	.	2	-16	-6	16	.	.
COC(=O)C[C@H]1CC[C@H]2[C@H](COc3ccc(NC(=O)NCc4ccccc4)cc3C(=O)N2C)O1	2	.	-4	-5	0	-12[16.7 µM]	0.1	.
CCC(=O)NC[C@H]1[C@@H](c2ccc(-c3cccc(F)c3)cc2)[C@@H](CO)N1C(=O)CC	-1	.	1	-1	1	0[16.7 µM]	1.0	.
Cc1ccc(NC(=O)c2ncn(CCCN3CCN(c4ccccn4)CC3)n2)cc1C	1	.	5	2	-14	-7	3.4	-11
CN(C)Cc1c(C(=O)N/N=C/c2ccccc2OCc2ccc(F)cc2)nnn1-c1nonc1N	-4	3	-3	.	-10	.	.	-13
CO[C@@H]1CN(C)C(=O)c2cc(NC(=O)Nc3ccc(C(F)(F)F)cc3)ccc2OC[C@@H](C)NC[C@@H]1C	-4	4	0	2	3	.	-0.2	38
CCOC(=O)c1cnc(NCc2ccccc2)nc1C	1	.	2	10	2	5	.	.
CCOC(=O)c1cnn(Cc2cccc(Cl)c2)c1C	.	-1	.	-5	.	.	4.8	1
O=C(c1ccccc1)c1ccc(OCC(O)CN2CCOCC2)cc1 (configuration not stated)	3	.	3	-2	1	3	.	.
C[C@@H]1CN([C@H](C)CO)C(=O)c2cc(NC(=O)Nc3ccc4c(c3)OCO4)ccc2O[C@H]1CN(C)S(=O)(=O)c1cn(C)cn1	2	0	2	10	2	-7[16.7 µM]	-1.0	-2
CNC(=O)C[C@@H]1CC[C@H]2[C@@H](COC[C@H](O)CN2C(=O)c2ccccn2)O1	2	-4	-2	1	5	3[16.7 µM]	0.1	25
COCC#Cc1cnc2c(c1)C(=O)N([C@H](C)CO)C[C@H](C)[C@H](CN(C)C(=O)c1cccnc1)O2	-2	0	10	-6	7	-4[16.7 µM]	0.0	-11
C/C=C/c1ccc2c(c1)O[C@@H](CN(C)C(=O)NC1CCCCC1)[C@H](C)CN([C@H](C)CO)S2(=O)=O	8	0	0	7	-5	14[16.7 µM]	-0.2	-4
Cc1noc(C)c1NC(=O)Nc1cccc2c1O[C@H](CN(C)C(=O)Nc1ccc3c(c1)OCO3)[C@@H](C)CN([C@H](C)CO)C2=O	-4	-16	4	4&11	0	5	0.1	4&-6
COc1ccc(OC)c2[nH]c(=O)c(CCNS(=O)(=O)c3ccc(C)cc3)cc12	0	.	-6	-10	11	1	.	.
COCCNc1nc(NCc2ccccc2)c2cnn(C)c2n1	6	2	-2	28	-4	0	.	-9
COc1ccc(CCNC(=O)CSc2nc(-c3ccco3)cc(C(F)(F)F)n2)cc1OC	0	0	2	1	-3	-4	.	-6
C/C=C\C(=O)Nc1cccc(C2=NOC3(C2)C[C@@H](C(N)=O)N(C(=O)c2ccc(Cl)cc2)C3)c1 (some centres not stated)	-1	-1	-2	.	1	.	-0.3	-31
Clc1cccc(Cc2c(-c3cccc(Br)c3)nc3ccc(Br)cn23)c1	-1	1	0	-11	-2	-2	0.0	-70
CCC1(c2ccc(F)cc2)NC(=O)N(CC(=O)c2ccc[nH]2)C1=O (configuration not stated)	0	.	7	5	-26	-11	.	.
Cc1cc(S(=O)(=O)Nc2ccc(C(=O)NCc3cccnc3)cc2)ccc1F	4	3	-2	.	0	16	.	-7
O=C(O)/C=C/C(=O)NC1CCC(CC2CCC(NC(=O)/C=C/C(=O)O)CC2)CC1 (configuration not stated)	-2	-1	-1	-12	-10	-1	-1.7	-15
CCOC(=O)C1=C(COC(=O)/C=C/c2cc(Br)ccc2F)NC(=O)NC1C (configuration not stated)	1	5	-6	-6	0	1	-1.6	-13
COc1ccc(C(=O)NC2CCCCCC2)cc1S(=O)(=O)N1CCCC1	.	-1	.	-10	.	.	0.2	-14
CC(=O)N1[C@H](C(=O)N[C@H](C)c2ccccc2)[C@@H](CO)[C@@H]2Cn3c(cccc3=O)[C@@H]21	1	0	4	.	10	10[16.7 µM]	-0.2	-4
Cc1cccc(CN(C)C[C@H]2OCc3cnnn3CCCC(=O)N([C@H](C)CO)C[C@@H]2C)c1	-1&-2	-6&0	3&-2	-8&1	-5&-1	-1	0.1	-4&13
CCN1C(=O)[C@@H]2[C@@H]3CN(S(=O)(=O)c4ccc(C)cc4)[C@@H](c4ccccc4F)[C@@H]3C(=O)C[C@@H]2C1=O	30	7	-5	3	2	6	4.2	-8
CCOc1ccccc1CNCc1ccc(F)cc1	.	-1	.	3	.	.	6.4	-10
The results go on:
SMILES	Cneo AK release	ERAP1 HTS inh	PglD inh	PGC1a acetyl inh	RAD54 branch	miR-122 sensor	E-selectin induc	RAD52 inh
Cc1ccc(C2N=C(N)Nc3nc4ccccc4n32)cc1 (configuration not stated)	0	2	5	.	4	5	0.0	-9
COc1ccc(N(CC(=O)N2CCN(Cc3ccccc3)CC2)S(C)(=O)=O)cc1	1	0	-6	.	4	-10	.	-9
O=C(C(c1ccccc1)c1ccccc1)N1CCN(Cc2ccc(Br)cc2)CC1	0	.	3	-28	-8	-3	.	.
O=C1N(Nc2ccccc2)C(c2ccc(Br)cc2)C12CCCCC2 (configuration not stated)	-3	.	-3	-3	-2	6	.	.
Cc1ccccc1N1C(=O)C2C3CC(=O)C(c4ccccc43)C2C1=O (configuration not stated)	-5	.	6	-4	0	1	0.1	.
CCc1ccc(NC(=O)CCNS(=O)(=O)c2cccc3nsnc23)cc1	4	.	-2	4	17	4	.	.

An excerpt of these results, bar-delimited.
SMILES | Cneo AK release | ERAP1 HTS inh | PglD inh | PGC1a acetyl inh | RAD54 branch | miR-122 sensor | E-selectin induc | RAD52 inh
COC(=O)C[C@H]1CC[C@H]2[C@H](COc3ccc(NC(=O)NCc4ccccc4)cc3C(=O)N2C)O1 | 2 | . | -4 | -5 | 0 | -12[16.7 µM] | 0.1 | .
CCC(=O)NC[C@H]1[C@@H](c2ccc(-c3cccc(F)c3)cc2)[C@@H](CO)N1C(=O)CC | -1 | . | 1 | -1 | 1 | 0[16.7 µM] | 1.0 | .
Cc1ccc(NC(=O)c2ncn(CCCN3CCN(c4ccccn4)CC3)n2)cc1C | 1 | . | 5 | 2 | -14 | -7 | 3.4 | -11
CN(C)Cc1c(C(=O)N/N=C/c2ccccc2OCc2ccc(F)cc2)nnn1-c1nonc1N | -4 | 3 | -3 | . | -10 | . | . | -13
CO[C@@H]1CN(C)C(=O)c2cc(NC(=O)Nc3ccc(C(F)(F)F)cc3)ccc2OC[C@@H](C)NC[C@@H]1C | -4 | 4 | 0 | 2 | 3 | . | -0.2 | 38
